# Screening data: PubChem, National Center for Advancing Translational Sciences (NCATS)
# Nrf2 inh – Nrf2 pathway inhibition; A549 ARE-Fluc reporter, luciferase luminescence, 18-24 h; Potency, µM (highest dose often 46 µM), for inactives: at the top dose activity change, negative = inhibition, hits mostly inhibitors; actives 2.1% (n = 360,000); AID 504444; further: on the % scale 0 is the no-effect control and ±100 the full control effect; nearly all actives have a fitted effect of over 60% in size
#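 A549 ARE_Fluc cells (5000/well, 5% FBS OPTI-MEM) pre-incubated 2 h, then treated with compounds 18-24 h at 37C/5% CO2 in concentration-response. CellTiter-Fluor viability read first; BugLite luciferase luminescence after 15 min at room temperature gives Nrf2 activity.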
# ATXN viability – viability counter-screen for ATXN expression inhibitors. S2 cells (HEK-293 line with an ATXN2-luciferase reporter) viability, CellTiter-Fluor protease fluorescence, 24 h. Potency, µM (top dose mostly 56.7 µM), hits mostly cytotoxic. actives 0.49% (n = 400,000); further: nearly all actives have a fitted effect of over 40% in size
# A549 viability – kills or reduces viability of A549 cells in Nrf2 counter-screen | actives 0.16% (n = 390,000) | A549 ARE-Fluc cells, CellTiter-Fluor viability, 18-24 h | Potency, µM (highest dose often 46 µM), inactives show top-dose activity change, negative = cytotoxicity, most hits filed as inhibitors | AID 504648; further: on the % scale 0 is the no-effect control and ±100 the full control effect
#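 A549 ARE-Fluc cells in 5% FBS OPTI-MEM, 5000 cells/well, rested 2 h then exposed to compounds in concentration-response for 18-24 h at 37 °C. Viability by CellTiter-Fluor fluorescence (Ex 405/Em 525) after 30 min; luciferase luminescence (BugLite, 15 min, RT) read afterwards.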
# EPAC2 antag – EPAC2 (human) antagonism. Potency, µM (series often up to 114 µM), for the others: at the highest dose activity, negative = inhibition, actives largely listed as inhibitors. actives 0.18% (n = 360,000). EPAC2 GEF exchange of Rap1B-BODIPY-GDP, fluorescence; further: on the % scale 0 is the no-effect control and ±100 the full control effect; nearly all actives have a fitted effect of over 45% in size; many of its hits are not listed in these tables
# Target sequence (Q8WZA2 whole entry, looked up): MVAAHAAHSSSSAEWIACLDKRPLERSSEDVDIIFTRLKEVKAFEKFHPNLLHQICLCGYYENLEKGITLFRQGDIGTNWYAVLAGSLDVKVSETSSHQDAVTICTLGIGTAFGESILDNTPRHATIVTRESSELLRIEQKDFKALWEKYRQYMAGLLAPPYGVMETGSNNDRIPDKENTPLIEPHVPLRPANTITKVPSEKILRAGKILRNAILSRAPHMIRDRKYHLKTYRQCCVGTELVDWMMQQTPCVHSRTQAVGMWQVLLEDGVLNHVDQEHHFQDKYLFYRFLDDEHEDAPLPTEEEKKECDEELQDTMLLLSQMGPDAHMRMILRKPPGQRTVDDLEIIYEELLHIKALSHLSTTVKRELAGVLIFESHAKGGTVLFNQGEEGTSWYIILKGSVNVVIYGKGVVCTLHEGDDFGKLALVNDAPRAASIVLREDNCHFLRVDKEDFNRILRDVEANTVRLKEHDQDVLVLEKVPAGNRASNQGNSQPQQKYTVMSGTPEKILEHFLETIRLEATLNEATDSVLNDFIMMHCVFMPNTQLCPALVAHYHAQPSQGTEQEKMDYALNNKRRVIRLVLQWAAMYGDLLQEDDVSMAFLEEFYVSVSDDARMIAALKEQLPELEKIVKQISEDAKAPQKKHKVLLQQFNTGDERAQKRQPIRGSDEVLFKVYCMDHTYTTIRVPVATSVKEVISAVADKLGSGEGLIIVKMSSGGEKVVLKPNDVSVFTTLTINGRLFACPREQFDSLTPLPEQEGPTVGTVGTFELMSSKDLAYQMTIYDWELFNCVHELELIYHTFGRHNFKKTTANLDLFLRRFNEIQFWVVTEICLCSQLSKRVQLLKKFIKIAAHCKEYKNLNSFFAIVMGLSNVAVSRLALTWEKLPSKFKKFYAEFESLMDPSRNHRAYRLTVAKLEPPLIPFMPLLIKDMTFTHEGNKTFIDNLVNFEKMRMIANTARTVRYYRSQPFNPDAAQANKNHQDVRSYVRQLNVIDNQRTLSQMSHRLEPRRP
# MCF10A rerep – induces DNA re-replication in MCF 10a normal breast cells; MCF 10A DNA re-replication, Hoechst nuclear intensity, 48 h; Potency, µM (series often up to 46.1 µM), without a hit: top-dose activity, positive = re-replication, most hits filed as activators; actives 2.9% (n = 350,000); AID 624296; further: % of control where 0% means no effect; nearly all actives have a fitted effect of over 50% in size
# TGFb SMAD3 inh – blocks TGF-b signaling; AID 588855; HepG2 CAGA-GFP TGF-b/SMAD3 reporter, GFP fluorescence, 18 h; TGF-beta stimulated, 500 pg/mL final; actives 1.2% (n = 410,000); Potency, µM (top dose mostly 46.1 µM), for the others: top-dose activity, negative = inhibition, actives largely listed as inhibitors; further: on the % scale 0 is the no-effect control and ±100 the full control effect; nearly all actives have a fitted effect of over 65% in size
#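 Using HEPG2 CAGA-GFP reporter cells at 1000 cells/well, we pinned test compounds, stimulated with recombinant TGF-beta (500 pg/mL final) and measured total well GFP after 18 h.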
# ATXN2 expr inh – ATXN2 expression inhibition. Potency, µM (titrated, usually from 57 µM), without a hit: top-dose activity change, negative = inhibition, usual class: inhibitors. HEK-293 ATXN2-luciferase reporter, luminescence, 24 h. actives 0.72% (n = 360,000). AID 1745845; further: on the % scale 0 is the no-effect control and ±100 the full control effect; nearly all actives have a fitted effect of over 55% in size
#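 ATXN2-luciferase reporter cells (luciferase flanked by upstream and downstream ATXN2 gene portions) were treated 24 h at 37 °C with compounds at up to 57 uM. SteadyGlo luminescence gave expression; GF-AFC fluorescence gave viability.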
# HepG2 tox – HepG2 cytotoxicity, counter-screen for TGF-b inhibitors | HepG2 CAGA-GFP viability, ATP luminescence, 18 h | Potency, µM (top dose mostly 46.1 µM), inactives show top-dose activity change, negative = cytotoxicity, actives largely listed as cytotoxic | actives 0.76% (n = 410,000) | AID 588856; further: some results filed as inactive show a strong effect at the top dose
#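 HepG2 CAGA-GFP cells (1000/well, DMEM with 1% FBS) received compound, then TGF-beta at 500 pg/mL final, and were incubated 18 hours at 37 degrees C. Viability was read by CellTiter-Glo luminescence. Media-only wells were set as complete cell-killing and DMSO as no toxicity.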
# Nrf2 ARE act – activators of Nrf2 (ARE) signaling; AID 624171; actives 0.31% (n = 410,000); Potency, µM (titrated, usually from 46.1 µM), inactives show at the top dose activation, actives largely listed as activators; AREc32 ARE-luciferase reporter (MCF7-derived line), luminescence, 24 h; further: % of control where 0% means no effect; nearly all actives have a fitted effect of over 65% in size
#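 ARE activation measured as luciferase luminescence (Steady-Glo, 30 min RT) in AREc32_Fluc cells after 24 hr compound exposure at 37 deg C, 5% CO2; cells seeded overnight at 1000/well in OPTI-MEM, 5% FBS.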
# * hit, by the source's call; i = inactive; ? = inconclusive; nt = no result given; [ ] = another dose, or the depositor's remark. The call rests on the fitted dose curve; in most records, active means well fitted curve in the direction sought with a large enough effect; inconclusive means small, poorly fitted or top-dose-only effect, or another doubt; inactive means no such curve, though single readings can be large; an effect the other way counts as inactive or inconclusive. Potency means the concentration at half of the fitted maximal effect. Not all compounds are listed. The share of hits here may be higher or lower than overall.
SMILES,Nrf2 inh,ATXN viability,A549 viability,EPAC2 antag,MCF10A rerep,TGFb SMAD3 inh,ATXN2 expr inh,HepG2 tox,Nrf2 ARE act
COc1cc(C(=O)NCCS(=O)(=O)N2CCN(c3ccccc3)CC2)cc(OC)c1OC,nt,nt,-2%,nt,nt,-1%,nt,3%,0.3%
O=C(NC(=S)N1CCN(c2ccc([N+](=O)[O-])cc2)CC1)c1ccco1,-3%,?,-25%,7%,-4%,-30%,1%,-17%,0.1%
O=C1CSC(=Nc2ccc(Cl)cc2)N1Cc1cccnc1,-13%,i,-3%,?,?,0%,-14%,-38%,0.0%
COc1ccc(-c2cn3c(n2)sc2cc(C(=O)Nc4cc(Cl)ccc4C)ccc23)cc1,3%,nt,0%,nt,nt,-5%,nt,7%,4.6%
Fc1ccc(CNc2nc(-c3ccc(Cl)cc3)cc(C(F)(F)F)n2)cc1,-6%[9.27 µM],i,-25%,nt,nt,?,?,-39%,-0.7%
CC(=O)c1cc(F)c(N2CCN(C(=O)c3ccco3)CC2)cc1C,nt,i,0%,9%,10%,-4%,33%,-1%,2.8%
C=C(C)CNC(=S)NN=C1c2ccccc2-c2ccccc21,?,nt,-6%,-3%,?,-14%,5%,-44%,8.2%
Cc1ccc(NC(=O)C2CCN(S(=O)(=O)c3cccc4nonc34)CC2)nc1,-14%,i,-1%,6%,-5%,0%,-1%,2%,0.4%
O=C(N/N=C/c1ccsc1)c1ccc2c(c1)OCO2,15%,i,-1%,-1%,0%,9%,45%[activator],14%,0.6%
CCOc1ccc2[nH]c(=O)c(CN(Cc3cccnc3)C(=O)Nc3ccccc3OC)cc2c1,-18%,i,-15%,-6%,5%,-4%,4%,-8%,0.9%
O=C(NCCN1C(=O)S/C(=C\c2ccccc2)C1=O)c1cc(S(=O)(=O)N2CCOCC2)c(Cl)cc1Cl,-10%,i,-1%,3%,?,0%,-12%,-8%,5.9%
O=C1C(Nc2cccc(O)c2)=C(N2CCCCC2)C(=O)c2ccccc21,?,i,?,-10%,3%,-25%,-14%,-36%,0.1%
Nc1nc(SCc2ccc(Cl)cc2)[nH]c(=O)c1-c1ccccc1,-15%,i,-4%,-8%,11%,2%,14%,-16%,2.6%
COc1ccc2c(c1)c1c(c(=O)n(-c3ccccc3C)c(=O)n1CC(N)=O)n2C,-21%,?,-13%,nt,nt,-18%,-10%,-4%,0.0%
CCc1ccc(C(=O)COC(=O)c2ccco2)cc1,1%,i,0%,-9%,8%,1%,8%,2%,0.5%
CC(C)(C)CC(=O)Nc1cc(S(=O)(=O)N2CCOCC2)ccc1N1CCCC1,7%,i,-3%,2%,11%,-3%,-1%,-6%,-0.3%
COC(=O)c1c(NC(=S)Nc2cc(OC)c(Cl)cc2OC)sc2c1CCCCC2,?,i,-20%,?,?,-5%,-1%,-30%,0.3%
Cc1ccc([N+](=O)[O-])cc1NC(=O)CN(C1CCCCC1)S(=O)(=O)c1ccc(Cl)cc1,?,i,-6%,?,-14%,?,-7%,-7%,?
O=C(Nc1cccc(-c2cn3ccccc3n2)c1)c1ccccc1,?,i,5%,-8%,2%,1%,4%,-1%,4.0%
Cc1ccc(NC(=O)CCC(=O)N/N=C/c2coc3ccc(F)cc3c2=O)cc1,2%,i,-3%,3%,4%,0%,2%,0%,0.2%
COc1ccc(/C=C/C(=O)Nc2ccc(Cl)c(Cl)c2)cc1,?,i,-11%,nt,nt,-26%,12%,-51%,7.5%
CCc1noc(C)c1C(=O)OCC(=O)NC(=O)c1ccccc1,-10%,i,-2%,0%,-1%,-4%,-6%,-1%,-0.4%
O=C(CSc1nnc(-c2ccncc2)n1C1CCCCC1)Nc1ccccc1,11%,i,-2%,2%,3%,-2%,-13%,-4%,0.0%
COc1ccccc1NC(=O)c1ccc(NC(=O)COC(=O)CCC2CCCC2)cc1,14%,i,7%,-15%,1%,22%,2%,0%,-0.6%
O=C1COc2ccc(C(=O)CSc3nnc(Cc4cccs4)n3-c3ccc(Cl)cc3)cc2N1,?,i,-3%,-1%,13%,?,-11%,-2%,0.3%

# Rewritten with two lines to a compound: 3 of the compounds above
# Order of values – Nrf2 inh, ATXN viability, A549 viability, EPAC2 antag, MCF10A rerep, TGFb SMAD3 inh, ATXN2 expr inh, HepG2 tox, Nrf2 ARE act
> COC(=O)c1c(NC(=S)Nc2cc(OC)c(Cl)cc2OC)sc2c1CCCCC2
 : ?, i, -20%, ?, ?, -5%, -1%, -30%, 0.3%
> Cc1ccc([N+](=O)[O-])cc1NC(=O)CN(C1CCCCC1)S(=O)(=O)c1ccc(Cl)cc1
 : ?, i, -6%, ?, -14%, ?, -7%, -7%, ?
> O=C(Nc1cccc(-c2cn3ccccc3n2)c1)c1ccccc1
 : ?, i, 5%, -8%, 2%, 1%, 4%, -1%, 4.0%

# Next compounds follow.
SMILES,Nrf2 inh,ATXN viability,A549 viability,EPAC2 antag,MCF10A rerep,TGFb SMAD3 inh,ATXN2 expr inh,HepG2 tox,Nrf2 ARE act
Cn1c(SCC(=O)Nc2ccc(Cl)cc2F)nnc1-c1ccco1,-6%,i,-9%,2%,4%,6%,-7%,-8%,7.4%
COC(=O)CN1C(=O)COc2ccc(S(=O)(=O)N3CCCCC3)cc21,nt,i,nt,3%,nt,-4%,nt,-22%,-0.9%
CCC(=O)Nc1nc(C)c(-c2csc(Nc3cccc(C(=O)O)c3)n2)s1,0%,i,1%,3%,7%,0%,-7%,-26%,0.0%
COc1cc(/C=C(\C#N)c2nc3ccccc3[nH]2)c([N+](=O)[O-])cc1OCc1ccccc1,?,i,-14%,0%,5%,7%,0%,-12%,16%
CC(=O)c1ccc(NC(=O)c2cccc(S(=O)(=O)N3CCN(C)CC3)c2)cc1,3%,i,5%,8%,-1%,-10%,48%[activator],-17%,3.3%
COc1cccc(NC(=O)c2oc3ccccc3c2NC(=O)C(C)(C)C)c1,9.2µM*,i,-3%[1.84 µM],-23%,26µM*,-9%,-19%,-18%,-0.3%
COc1ccccc1NC(=O)c1ccc(NC(=O)COC(=O)CC(NC(=O)c2ccccc2Cl)c2ccccc2)cc1 (configuration not stated),12%,i,10%,2%,?,4%,7%,3%,-0.2%
NC(=O)c1noc(C(=O)N(CC(=O)NC2CCCC2)Cc2ccc3c(c2)OCO3)c1N,nt,i,-3%,-2%,-2%,?,-20%,0%,0.0%
CCCCN(CC)CCCNC(=O)CC1Oc2ccccc2NC1=O (configuration not stated),25%,i,17%,-2%,2%,-7%,3%,-45%,-0.7%
O=C(NC1CCCCC1)C(c1ccc2ncccc2c1)N(Cc1ccc(F)cc1)C(=O)c1cccs1 (configuration not stated),?,?,-17%,-7%,2%,-24%,-19%,-1%,3.8%
CC(=O)c1c(-c2ccccc2)c2cc(Cl)ccc2n(C)c1=O,1%,?,-13%,?,-10%,?,-16%,-15%,-0.6%[9.22 µM]
COc1cccc(-c2nc3c(C#N)c[nH]n3c2NC2CCCCC2)c1OC,-9%,?,0%,nt,nt,-22%,-19%,-6%,3.3%
CCOc1ccc(C(=O)Nc2cc(-c3cn4cccnc4n3)ccc2C)cc1OCC,nt,nt,0%,nt,nt,9%,nt,-13%,-0.8%
CCn1c(CNS(=O)(=O)c2ccc(Br)cc2)nnc1SC,-13%,i,2%,3%,9%,0%,5%,-34%,-1.0%
CCOC(=O)N1CCC(NC(=O)C(CC(C)C)NC(=O)C2CCC(C)CC2)CC1 (configuration not stated),12%,i,0%,3%,6%,-12%,-1%,-20%,0.1%
NNc1nc(-c2ccccc2)c2cc(Cl)ccc2n1,-5%,i,2%,-16%,10µM*,13%,-18%,-11%,0.1%
COc1ccc(NS(=O)(=O)c2cccc(C(=O)NCC(c3ccccc3OC)N3CCCC3)c2)cc1 (configuration not stated),-1%,i,-11%,-7%,0%,-15%,3%,-9%,0.1%
COc1ccc2c(c1OC)C(=O)OC2Nc1nc(-c2ccccc2)cs1 (configuration not stated),-27%,20µM*,21µM*,2%,4.6µM*,?,?,-100%,-3.1%
CC1CCN(S(=O)(=O)c2ccc3nc(Nc4ccc(C#N)cc4)ccc3c2)CC1,?,?,-10%,nt,nt,10µM*,0%,-31%,-1.1%
O=C(NCc1ccccc1)C1CCC1,9%,i,0%,-2%,17%,-15%,-2%,-20%,-0.2%

# A run of entries from further up, as a working copy:
SMILES,Nrf2 inh,ATXN viability,A549 viability,EPAC2 antag,MCF10A rerep,TGFb SMAD3 inh,ATXN2 expr inh,HepG2 tox,Nrf2 ARE act
Cn1c(SCC(=O)Nc2ccc(Cl)cc2F)nnc1-c1ccco1,-6%,i,-9%,2%,4%,6%,-7%,-8%,7.4%
COC(=O)CN1C(=O)COc2ccc(S(=O)(=O)N3CCCCC3)cc21,nt,i,nt,3%,nt,-4%,nt,-22%,-0.9%
CCC(=O)Nc1nc(C)c(-c2csc(Nc3cccc(C(=O)O)c3)n2)s1,0%,i,1%,3%,7%,0%,-7%,-26%,0.0%
COc1cc(/C=C(\C#N)c2nc3ccccc3[nH]2)c([N+](=O)[O-])cc1OCc1ccccc1,?,i,-14%,0%,5%,7%,0%,-12%,16%
